Screens from PubChem.
Dicer inh – blocks human Dicer maturation of pre-miR-21. cat-ELCCA pre-miR-21 Dicer processing, chemiluminescence; active compounds read high. z-score at 25 µM. 6% of 47,000 active. AID 1347074; in the data active = z-score above about 3, passing the limit was not always enough;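 note: plate controls were vehicle for no effect and no enzyme for full effect; higher signal means more uncleaved substrate so more Dicer inhibition; strong numbers were not always called active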
Target sequence (Q9UPY3 whole entry, looked up): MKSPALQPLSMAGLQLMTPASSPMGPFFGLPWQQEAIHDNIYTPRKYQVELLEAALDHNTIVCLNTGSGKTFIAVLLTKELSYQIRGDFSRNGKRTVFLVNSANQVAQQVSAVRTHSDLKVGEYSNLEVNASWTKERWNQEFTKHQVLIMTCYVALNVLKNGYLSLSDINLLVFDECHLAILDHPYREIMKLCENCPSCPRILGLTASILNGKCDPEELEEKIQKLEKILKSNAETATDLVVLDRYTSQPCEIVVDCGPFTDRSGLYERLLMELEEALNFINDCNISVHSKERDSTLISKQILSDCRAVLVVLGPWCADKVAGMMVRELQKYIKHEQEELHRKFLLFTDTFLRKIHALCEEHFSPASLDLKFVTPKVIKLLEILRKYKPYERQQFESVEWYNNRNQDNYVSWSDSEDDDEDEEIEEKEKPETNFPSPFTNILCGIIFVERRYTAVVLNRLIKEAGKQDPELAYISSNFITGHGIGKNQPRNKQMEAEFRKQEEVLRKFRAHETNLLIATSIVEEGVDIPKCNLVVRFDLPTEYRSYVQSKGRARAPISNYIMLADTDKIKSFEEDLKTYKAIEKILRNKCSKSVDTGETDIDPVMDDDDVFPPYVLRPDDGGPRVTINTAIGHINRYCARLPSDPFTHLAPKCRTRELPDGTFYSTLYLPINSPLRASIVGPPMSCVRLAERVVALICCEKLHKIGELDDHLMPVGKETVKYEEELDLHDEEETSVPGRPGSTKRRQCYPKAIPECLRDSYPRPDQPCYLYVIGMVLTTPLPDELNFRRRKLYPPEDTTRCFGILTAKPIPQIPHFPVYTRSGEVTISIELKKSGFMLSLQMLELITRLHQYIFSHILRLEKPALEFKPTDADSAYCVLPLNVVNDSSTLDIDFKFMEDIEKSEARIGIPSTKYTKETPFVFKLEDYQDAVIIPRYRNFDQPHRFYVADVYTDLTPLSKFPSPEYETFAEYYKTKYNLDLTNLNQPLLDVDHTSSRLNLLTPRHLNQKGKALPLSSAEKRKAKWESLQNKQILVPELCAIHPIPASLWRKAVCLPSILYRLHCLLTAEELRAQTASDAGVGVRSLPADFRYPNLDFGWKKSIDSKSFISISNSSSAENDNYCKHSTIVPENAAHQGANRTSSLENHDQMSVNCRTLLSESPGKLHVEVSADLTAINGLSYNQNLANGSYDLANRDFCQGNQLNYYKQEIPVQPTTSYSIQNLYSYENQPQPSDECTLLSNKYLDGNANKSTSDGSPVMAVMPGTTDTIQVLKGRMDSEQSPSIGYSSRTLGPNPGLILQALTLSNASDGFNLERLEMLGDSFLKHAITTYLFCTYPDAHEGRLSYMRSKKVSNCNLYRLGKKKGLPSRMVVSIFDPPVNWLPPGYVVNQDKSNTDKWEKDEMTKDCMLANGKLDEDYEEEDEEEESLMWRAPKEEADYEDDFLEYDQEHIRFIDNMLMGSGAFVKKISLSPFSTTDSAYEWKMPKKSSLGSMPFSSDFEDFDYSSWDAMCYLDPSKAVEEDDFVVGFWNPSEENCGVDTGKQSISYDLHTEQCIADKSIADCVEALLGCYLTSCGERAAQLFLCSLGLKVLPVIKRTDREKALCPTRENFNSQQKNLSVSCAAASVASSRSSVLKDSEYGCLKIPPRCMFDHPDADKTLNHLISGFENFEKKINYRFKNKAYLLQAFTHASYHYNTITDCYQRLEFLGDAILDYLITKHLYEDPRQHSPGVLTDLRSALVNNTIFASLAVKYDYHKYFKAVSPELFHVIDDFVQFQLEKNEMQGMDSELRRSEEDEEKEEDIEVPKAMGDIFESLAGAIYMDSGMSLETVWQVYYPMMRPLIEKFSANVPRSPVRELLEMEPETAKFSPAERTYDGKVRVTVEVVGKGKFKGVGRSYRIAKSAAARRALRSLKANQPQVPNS
An asterisk follows results filed as active; & = joins results of further samples. These rows are one share of the data; the hit share may differ from the screen's.

Start of the data: the first 4 records, to show the layout:
Cc1cc(Oc2ccc(=O)n(C)n2)nc(SCC(=O)Nc2ccc(Cl)cc2)n1 was read as Dicer inh -0.59.
`CC(C)Cc1ccc(C(C)C(=O)Nc2nn(C)c3ccccc23)cc1` (configuration not stated) gave Dicer inh -0.44.
For COc1ccc(-c2c(C)nn3c(-c4ccccc4)cc(C)nc23)cc1OC the results were Dicer inh 2.2.
`CSc1cccc(-n2c(=O)n(Cc3ccccc3)c(=O)c3[nH]cnc32)c1C` gave Dicer inh -1.5.

All compounds of this part, from the first entry:
Cc1cc(Oc2ccc(=O)n(C)n2)nc(SCC(=O)Nc2ccc(Cl)cc2)n1 was read as Dicer inh -0.59.
`CC(C)Cc1ccc(C(C)C(=O)Nc2nn(C)c3ccccc23)cc1` (configuration not stated) gave Dicer inh -0.44.
For COc1ccc(-c2c(C)nn3c(-c4ccccc4)cc(C)nc23)cc1OC the results were Dicer inh 2.2.
`CSc1cccc(-n2c(=O)n(Cc3ccccc3)c(=O)c3[nH]cnc32)c1C` gave Dicer inh -1.5.
CCOc1cc(/C=C2\N=C(SCC)SC2=O)cc(Br)c1OC(C)=O was read as Dicer inh 0.98.
For CCCCN(CCCC)C(=O)c1sc2nc(N3CCOCC3)c3c(c2c1N)CC(C)(C)OC3 the results were Dicer inh -0.09.
Cn1cccc1CN1CCN(Cc2ccccc2)CC1 was read as Dicer inh 0.53.
O=C(CSc1n[nH]c(=O)n1-c1cccc(F)c1)Nc1ccc(Cl)cc1 was read as Dicer inh 1.2.
For CC1CC(C)(C)N(C(=O)CN2C(=O)CCC2=O)c2ccccc21 (configuration not stated) the results were Dicer inh 1.8.
For Cn1nc(C(C)(C)C)c(NC(=O)c2cccnc2)c1C(C)(C)C the results were Dicer inh 1.2.
`COc1cc(C(F)(F)F)cc(C(F)(F)F)c1C(=O)NCc1cccs1` gave Dicer inh 0.18.
Screening CCOC(=O)NC(=S)NCCc1ccccn1 returned Dicer inh 0.88.
For Cc1cc(C)c(SCC(=O)NCc2ccc3c(c2)OCO3)c(C)c1 the results were Dicer inh 0.01.
Screening CN1CCc2c(sc3nc(SCC(=O)c4ccccc4)nc(SCC(=O)c4ccccc4)c23)C1 returned Dicer inh -4.6.
Screening N#Cc1c(SCC(=O)c2ccccc2)nsc1SCC(=O)c1ccccc1 returned Dicer inh -1.6.
S=C(S)N1CCCC1 was read as Dicer inh -1.2.
`Cc1nnc(SCc2nc(-c3ccc(Cl)cc3)no2)n1-c1ccccc1` gave Dicer inh 0.62.
Screening CCOC(=O)C(=CNc1ccc(Br)cn1)C(=O)OCC returned Dicer inh -0.23.
For N=c1c[n+](N2CCOCC2)[n-]o1 the results were Dicer inh -1.5&0.67.
`CCOc1nc2ccc(C)cc2c(=O)o1` gave Dicer inh 2.
For COc1ccc(C2C3=C(CC(C)(C)CC3=O)NC3=C2C(=O)CC(C)(C)C3)cc1Cl the results were Dicer inh -1.2.
For CC(C)(O)CCSc1ccc([N+](=O)[O-])cn1 the results were Dicer inh -0.55.
Cc1oc(-c2ccc(Cl)cc2)cc1C(=O)/C(C#N)=C/Nc1ccc(Cl)cc1 was read as Dicer inh -0.87.
Screening CCOCCOC(=O)C1=C(C)NC2=C(C(=O)CC(c3ccc(Cl)cc3)C2)C1c1ccc(O)cc1 (configuration not stated) returned Dicer inh 0.16.
Screening CCCCN1C(=O)C(O)(CC(=O)c2ccc(-n3cccc3)cc2)c2cc(Br)ccc21 (configuration not stated) returned Dicer inh 2.4.
For C=CCOc1ccc2c(=O)cc(C(=O)OCC)oc2c1 the results were Dicer inh -0.35.
Screening Clc1ccccc1CSC1=NCCCN1C1CCCCC1 returned Dicer inh 0.5.
O=C(Nc1ccccc1F)c1ccc2ncsc2c1 was read as Dicer inh -2.6.
Screening COc1cccc(C2C3=C(CC(c4ccccc4)CC3=O)Nc3ccccc3N2C(=O)C2CC2)c1 (configuration not stated) returned Dicer inh 3.7*.
For COC(=O)c1sc(SCCOC(=O)Nc2ccc(Cl)cc2)c2c1CC(C)(C)CC2=O the results were Dicer inh -2.1.
Screening CCN1C(=O)C(O)(CC(=O)c2c(C)cc(C)cc2C)c2ccccc21 (configuration not stated) returned Dicer inh 3.5*.
Screening COC(=O)C1=C(NC(=O)NC(=O)N(c2ccccc2)S(C)(=O)=O)CCS1 returned Dicer inh -0.12.
COc1ccccc1OCCn1cc(C(=O)O)c2ccccc21 was read as Dicer inh -0.73.
Screening COC(=O)c1cc(S(=O)(=O)N2CCOCC2)oc1C returned Dicer inh 1.5.
Screening O=C1CC(Nc2ccc(N3CCOCC3)cc2)C(=O)N1c1ccc(Cl)cc1 (configuration not stated) returned Dicer inh -0.47.
Cc1ccc2oc(Nc3nc(C)cc(C)n3)nc2c1 was read as Dicer inh 1.7.
COc1ccc(C2CC(=O)C3=C(C2)Nc2ccccc2NC3c2cccc3ccccc23)cc1 (configuration not stated) was read as Dicer inh -1.4.
For COc1cccc(/C=N/NC(N)=S)c1O the results were Dicer inh -1.2.
Screening O=C1Nc2ccccc2/C1=C/c1ccc2c(c1)OCCO2 returned Dicer inh -1.6.
Screening COC(=O)C1=C(C)Nc2[nH]c(=O)[nH]c(=O)c2C1c1ccc(OCc2ccccc2)cc1 (configuration not stated) returned Dicer inh 0.64.
Screening CC[C@]12CCCN3CCc4c(n(c5ccccc45)C(=O)C1)[C@@H]32 returned Dicer inh 0.58.
For CN(C)c1ccc(-c2nc3n(n2)C(c2ccc(Cl)cc2)C2=C(CCCC2=O)N3)cc1 (configuration not stated) the results were Dicer inh 6.2.
Screening O=C1Nc2c(S(=O)(=O)Nc3ccccc3)cc(S(=O)(=O)Nc3ccccc3)c3cccc1c23 returned Dicer inh 0.02.
`Cc1nc(C)c(-c2ccnc(-c3ccc(Cl)cc3)n2)s1` gave Dicer inh 0.13.
`Nc1cc(-c2cccc(C(F)(F)F)c2)[nH]n1` gave Dicer inh -2.3.
Oc1cccc(N2Cc3ccccc3C2)c1 was read as Dicer inh 4.4*.
Screening O=C(NNS(=O)(=O)c1cc(Cl)c(Cl)cc1Cl)c1cccnc1 returned Dicer inh 0.67.
Cn1c(=O)c2[nH]c(C3CCCC3)nc2n(C)c1=O was read as Dicer inh 3.
For CC1(C)CC(=O)c2c(S(C)(=O)=O)sc(Br)c2C1 the results were Dicer inh -1.3.
Screening CC1CC(C)CN(c2nc3nonc3nc2Nc2ccc3c(c2)OCO3)C1 (configuration not stated) returned Dicer inh 0.59.
Screening O=C(c1nn2c(c1Br)NC(c1ccccc1)CC2C(F)(F)F)N1CCOCC1 (configuration not stated) returned Dicer inh 5.2*.
Screening Cc1ccc(CC2CC(=O)N(Cc3ccco3)C2=O)cc1 (configuration not stated) returned Dicer inh 3.6*.
For COC(=O)c1c(C)[nH]c(C)c1/C=N/N=C/c1c(C)[nH]c(C)c1C(=O)OC the results were Dicer inh 0.95.
Screening Oc1ccccc1/C=N/NC(=S)NC1CC2C=CC1C2 (configuration not stated) returned Dicer inh 1.9.
COc1ccc(Cl)cc1NC(=O)c1nn(C)cc1[N+](=O)[O-] was read as Dicer inh -0.11.
`N#Cc1ccc(CSC(=N)N)cc1` gave Dicer inh -1.7.
`CC(C)NS(=O)(=O)c1ccc(Cl)cc1I` gave Dicer inh -1.5.
`Clc1ccc(Cc2cn3cc(-c4ccccc4)nc3s2)cc1` gave Dicer inh -0.5.
For O=C1/C(=C\c2ccccn2)SC(=S)N1c1ccc(S(=O)(=O)Nc2nccs2)cc1 the results were Dicer inh -0.05.
`CCOC(=O)/C(N=Nc1ccccc1)=C(\C)O` gave Dicer inh -0.06.

Molecules above containing a cyano group:
Screening N#Cc1c(SCC(=O)c2ccccc2)nsc1SCC(=O)c1ccccc1 returned Dicer inh -1.6.
Cc1oc(-c2ccc(Cl)cc2)cc1C(=O)/C(C#N)=C/Nc1ccc(Cl)cc1 was read as Dicer inh -0.87.
`N#Cc1ccc(CSC(=N)N)cc1` gave Dicer inh -1.7.

Additional results
Screening Cc1ccc(C2CC(=O)C3=C(C2)Nc2ccccc2NC3c2ccncc2)cc1 (configuration not stated) returned Dicer inh 0.12.
`C=CCn1c(SCC(N)=O)nc2c(c1=O)C1(CCCCC1)Cc1ccccc1-2` gave Dicer inh 0.59.
`CCOC(=O)c1nnn(-c2nonc2N)c1-c1ccc(OCC)cc1` gave Dicer inh 2.7.
CN(C1CCS(=O)(=O)C1)S(=O)(=O)c1ccc(Cl)cc1 (configuration not stated) was read as Dicer inh 1.2.
`N/C(=N\O)c1cccc(CS(=O)(=O)c2ccccn2)c1` gave Dicer inh 11.
`Cc1ccc(N2C(=O)c3oc4ccccc4c(=O)c3C2c2ccc(Br)cc2)nc1` (configuration not stated) gave Dicer inh 2.7.
For CC1CN(c2ccccc2)c2nc3c(c(=O)n(CC(=O)O)c(=O)n3C)n2C1 (configuration not stated) the results were Dicer inh 1.7.
`O=C(NNc1ncccc1C(F)(F)F)c1c(F)cccc1F` gave Dicer inh 0.15.
Screening Cc1nnc2n1NC(c1ccc(Cl)cc1)C(C(=O)NCC1CCCO1)S2 (configuration not stated) returned Dicer inh 2.4.
`CCCCC1(COC(=O)Nc2cccc(Cl)c2)C(=O)N(c2ccccc2)N(c2ccccc2)C1=O` gave Dicer inh 1.8.

3 compounds from above, ordered by length of the SMILES, falling:
Screening CN1CCc2c(sc3nc(SCC(=O)c4ccccc4)nc(SCC(=O)c4ccccc4)c23)C1 returned Dicer inh -4.6.
`CCOC(=O)/C(N=Nc1ccccc1)=C(\C)O` gave Dicer inh -0.06.
Cn1cccc1CN1CCN(Cc2ccccc2)CC1 was read as Dicer inh 0.53.

(cont.)
`OC(COc1ccc(Cl)cc1Cl)Cn1ccnc1` (configuration not stated) gave Dicer inh -1.3.
`COC(=O)c1c(C)[nH]c(C)c1C(=O)c1ccccc1Cc1ccccc1` gave Dicer inh -1.4.
For CC(=O)CSc1nc(SCC(C)=O)c2c3c(sc2n1)CCC3 the results were Dicer inh -0.68.
`CC(C)OC(=O)c1cccc(C(=O)Oc2ccc(Br)cc2)n1` gave Dicer inh 4.4*.
Screening COC(=O)C1=C(NC(C)=O)CCC(C(=O)OC)C1 (configuration not stated) returned Dicer inh 0.96.
Screening Nc1ccc(-c2nc3c(Cl)cccc3[nH]2)cc1 returned Dicer inh 1.7.
Screening OC(COc1ccccc1)CN1CCNCC1 (configuration not stated) returned Dicer inh 0.43.
`Cn1c(N)c(C(=O)N/N=C/c2ccccc2)sc1=S` gave Dicer inh -0.88.
`O=C(Nc1ccc2nn(-c3cccc(Cl)c3)nc2c1)c1ccco1` gave Dicer inh 1.2.
`COC(=O)c1sc(C(C)(C)C)cc1NC(=O)NC(=O)c1ccccc1Cl` gave Dicer inh 0.94.
Screening NC(=S)c1ccc(-n2cncn2)nc1 returned Dicer inh -0.5.
`O=C(Cn1c(=O)sc2ccccc21)Nc1nncs1` gave Dicer inh 0.62.
`O=C(CCSCc1ccco1)NNC(=O)N1Cc2ccccc2Oc2ccc(Cl)cc21` gave Dicer inh -0.73.
O=C1C2=C(c3ccccc31)C(c1ccccn1)Nc1ccc3ccccc3c12 (configuration not stated) was read as Dicer inh -1.5.
`COc1ccc(CCNc2ccc(C(F)(F)F)cc2N)cc1OC` gave Dicer inh -0.16.
Screening Cc1ccc(OCc2nc(-c3ccncc3)no2)cc1 returned Dicer inh -2.4.
`Cc1ccc(S(=O)(=O)OC23C=CC(CC2)CC3)cc1` gave Dicer inh -1.8.
O=[N+]([O-])c1cc(C(F)(F)F)c(Sc2ccccn2)cc1Sc1ccccn1 was read as Dicer inh 1.2.
`CCOC(=O)c1c(N)n(-c2cc(C)ccc2C)c2nc3ccccc3nc12` gave Dicer inh -3.1.
For O=C(Cn1nc(-c2ccccc2)c2ccccc2c1=O)c1ccc(Cl)cc1 the results were Dicer inh 1.2.
Cc1cc(Br)ccc1NC(=S)Nc1c(C)cccc1Cl was read as Dicer inh 2.6.
For COC(=O)c1sc(SC)c(-c2ccn(S(=O)(=O)c3ccc(Cl)cc3)n2)c1C the results were Dicer inh -1.1.
Screening Cc1ccc(S(=O)(=O)Nc2cc(C)c(O)c(Cl)c2)cc1 returned Dicer inh 0.77.
Screening Nc1nnc(-c2cccc(Cl)c2Cl)c(N)n1 returned Dicer inh 0.4.
For Cc1ccc(NC(=O)c2sc3nc(-c4ccc(Cl)cc4)nn3c2C)cc1 the results were Dicer inh -0.76.
Cc1cccc(C2Nc3cccc4cccc(c34)N2)c1 was read as Dicer inh 3.6*.
`Cc1ccc2oc3c(c(=O)c2c1)C(c1ccc(O)cc1)N(Cc1ccccc1)C3=O` (configuration not stated) gave Dicer inh 2.6.
For Cn1c(SCC(=O)c2ccc(Cl)cc2)nnc1SCC(=O)c1ccc(Cl)cc1 the results were Dicer inh -0.58.
For COC(=O)C1C2C=CC3(CN(c4cccc(Cl)c4)C(=O)C13)O2 (configuration not stated) the results were Dicer inh -1.1.
CCOc1cc(C2C(C#N)=C(N)Oc3n[nH]c(C)c32)ccc1OCc1cccc(F)c1 (configuration not stated) was read as Dicer inh -7.5.
`O=C(NCc1csc(-c2ccccc2)n1)c1cc(F)cc2c1OCOC2` gave Dicer inh 0.59.
`O=C(c1ccc(N2C(=O)C3CC=C(Cl)CC3C2=O)cc1)N1CCOCC1` (configuration not stated) gave Dicer inh 4.5*.
For CC(C)(C)C(=O)NNC(=O)CSc1nc2cc(Cl)ccc2s1 the results were Dicer inh 1.2.
COc1ccc(NC(=O)/C=C/c2ccc(Cl)cc2)cc1 was read as Dicer inh -0.89.
CCOc1cc(C2Nc3ccc(C(=O)c4ccccc4)cc3NC3=C2C(=O)CC(C)(C)C3)ccc1O (configuration not stated) was read as Dicer inh 1.1.
For O=C1CC(=O)N(c2cccc(F)c2)N1 the results were Dicer inh -0.92.
`Nc1cc(=O)nc(SCC(=O)NC2CCCCC2)n1-c1ccccc1` gave Dicer inh 2.1.
C#CC(CC)(CC)NC(=O)c1sc2ccccc2c1Cl was read as Dicer inh -0.48.
Screening Cc1ccc(C(=O)c2ccccc2C(=O)O)cc1C returned Dicer inh 0.06.
